KCNH2 3.1 block = KCNH2 3.1 (human) potassium channel inhibition; activity change, % (tested at about 1.8 µM); 0.95% of 340,000 active; U2OS KCNH2 3.1, thallium flux FluxOr; active compounds read low;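 active means maximum activity change below -70%; inconclusive means maximum activity change from -70% to -50%; inactive means maximum activity change above -50%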;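 further: thallium influx rate constant from kinetic fluorescence after stimulation buffer; on the % scale 0 is the no-effect control and ±100 the full control effect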
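We transduce U2OS cells with the mutant 3.1 virus, culture them overnight, load FluxOr with Red40 quencher for 45 min, then add stimulation buffer and read kinetically for 2 min to derive a normalized rate constant.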
CXXC DNA block = inhibitors of human MLL CXXC domain-DNA interaction | AID 2662 | 0.037% of 290,000 active | Potency, µM (titrated, usually from 115 µM), inactives show top-dose activity change, negative = inhibition, hits mostly inhibitors | MLL-CXXC / FITC-HOXA9 DNA fluorescence polarization | Q03164; active means well fitted inhibition curve with a large enough effect in the polarisation, with a control signal flat, not every such curve was filed as active; inconclusive means small, poorly fitted or top-dose-only effect, or effect the other way, or a change in a side signal; inactive means no such curve, though single readings can be large or run the other way; the % refers to the polarisation; further: potency means the concentration at half of the fitted maximal effect
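Fluorescence polarization: 7 uM MLL-CXXC (stock) preincubated 5 min with compounds, then 50 nM fluorescein-HOX-A9 DNA (stock) added; 30 min ambient. Buffer 50 mM Tris-HCl pH 7.5, 50 mM NaCl, 1 mM DTT, 0.05% BSA.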
B2AR arrestin = recruits beta-arrestin to the human beta2-adrenergic receptor | P07550 | beta-arrestin recruitment to beta2AR, cell-based reporter | Potency, µM (titrated, usually from 46.1 µM), for the others: top-dose activation, usual class: activators | 0.02% of 330,000 active | AID 492947;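 further: potency means the concentration at half of the fitted maximal effect; 0% = DMSO controls and full agonism = EC100 isoproterenol or metaproterenol; nearly all actives have a fitted effect of over 65% in size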
Target sequence (P07550 whole entry, looked up): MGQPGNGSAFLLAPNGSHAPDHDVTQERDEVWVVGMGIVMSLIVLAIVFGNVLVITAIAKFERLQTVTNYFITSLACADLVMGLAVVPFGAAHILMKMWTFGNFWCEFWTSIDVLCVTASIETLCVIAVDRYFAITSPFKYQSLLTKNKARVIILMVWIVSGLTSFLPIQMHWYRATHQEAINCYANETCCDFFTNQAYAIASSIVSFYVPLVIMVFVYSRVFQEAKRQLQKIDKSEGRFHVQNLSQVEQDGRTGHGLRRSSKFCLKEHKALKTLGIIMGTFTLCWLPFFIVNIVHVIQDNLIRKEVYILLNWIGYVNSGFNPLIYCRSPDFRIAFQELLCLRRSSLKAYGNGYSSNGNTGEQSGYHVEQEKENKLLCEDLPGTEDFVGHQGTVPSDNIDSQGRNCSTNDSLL
USP2a inh = blocks human ubiquitin-specific protease USP2a. USP2 core, Ub-CHOP2 coupled fluorogenic reporter, 485/531. 0.01% of 330,000 active. Potency, µM (highest dose often 38.3 µM), for the others: at the highest dose activity change, negative = inhibition, usual class: inhibitors;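 further: potency means the concentration at half of the fitted maximal effect; plate controls were DMSO wells for no effect and full inhibition by NEM control for full effect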
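Deubiquitinase activity read as fluorescence (485/531 nm) after Ub-CHOP2 cleavage activates the enterokinase reporter on its substrate; USP2 core 10nM, Ub-CHOP2 and substrate 25nM each, 30min compound preincubation then 60min RT; data normalized to NEM, curves fitted.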
Menin MLL FP TR = inhibitors of human menin-MLL interaction, mutant MLL peptide; O00255; Menin + Texas Red MLL mutant peptide, fluorescence polarization; Potency, µM (highest dose often 61.6 µM), for inactives: at the top dose FP activity change, negative = inhibition, hits mostly inhibitors; 0.23% of 270,000 active; active means well fitted inhibition curve with a large enough effect in the polarisation, with a control signal flat, not every such curve was filed as active; inconclusive means small, poorly fitted or top-dose-only effect, or effect the other way, or a change in a side signal; inactive means no such curve, though single readings can be large or run the other way; the % refers to the polarisation; further: potency means the concentration at half of the fitted maximal effect; % of control where 0% means no effect; many of its hits are not listed in these tables
Giardia killer = kills Giardia lamblia. activity change, % at 7.66 µM, hits read low. Giardia lamblia trophozoite viability. AID 540267. 0.15% of 340,000 active; in the data active means activity change below about -80%; inconclusive means between about -30% and that limit;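 further: parasites exposed to compound for two days anaerobically before the ATP read; on the % scale 0 is the no-effect control and ±100 the full control effect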
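Compounds were tested on trophozoites seeded at 100 cells/well and held 48 hrs at 37 deg C anaerobically. An ATP-based luminescent kit measured the remaining live cells.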
GALK inh = blocks human galactokinase activity | P51570 | Purified GALK, Kinase-Glo residual ATP luminescence | Potency, µM (highest dose often 57.5 µM), without a hit: top-dose activity change, negative = inhibition, hits mostly inhibitors | 0.007% of 270,000 active; further: potency means the concentration at half of the fitted maximal effect; on the % scale 0 is the no-effect control and ±100 the full control effect
Target sequence (P51570 whole entry, looked up): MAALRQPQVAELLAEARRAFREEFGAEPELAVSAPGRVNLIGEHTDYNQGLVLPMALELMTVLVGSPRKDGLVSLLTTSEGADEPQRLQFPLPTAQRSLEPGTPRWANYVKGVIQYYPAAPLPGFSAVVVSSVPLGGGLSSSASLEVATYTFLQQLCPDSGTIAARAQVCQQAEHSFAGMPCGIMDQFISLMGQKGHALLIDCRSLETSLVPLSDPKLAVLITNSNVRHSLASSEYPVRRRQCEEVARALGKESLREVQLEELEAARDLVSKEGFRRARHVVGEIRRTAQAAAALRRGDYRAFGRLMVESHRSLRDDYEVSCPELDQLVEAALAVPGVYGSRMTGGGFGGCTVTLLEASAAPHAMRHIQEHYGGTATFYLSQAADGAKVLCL
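The enzyme phosphorylates galactose (100 uM) using ATP (35 uM); inhibition is detected as higher residual ATP, quantified by bioluminescence after 1 h reaction at room temperature, pH 8.0.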
hERG WT inh = blocks the wildtype human KCNH2 potassium channel; Q12809; U2OS, BacMam KCNH2, thallium flux FluxOr; active compounds read low; activity change, % at 1.84 µM; 0.37% of 340,000 active; AID 720551;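 active means maximum activity change below -70%; inconclusive means maximum activity change between -70% and -50%; inactive means maximum activity change above -50%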; further: on the % scale 0 is the no-effect control and ±100 the full control effect
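U2OS cells transduced with wild-type KCNH2 virus are loaded with FluxOr dye for 45 min, and thallium flux is measured in kinetic reads before and after stimulation buffer. Rate constants are normalized to DMSO controls.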
PKM2 act = increases activity of human pyruvate kinase M2. P14618. 0.34% of 260,000 active. purified PKM2, Kinase-Glo ATP luminescence, activation; response scale: 0% is enzyme alone, no compound. Potency, µM (highest dose often 57.5 µM), inactives show at the highest dose activation, usual class: activators; further: potency means the concentration at half of the fitted maximal effect; on the % scale 0 is the no-effect control and ±100 the full control effect; nearly all actives have a fitted effect of over 55% in size
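Purified hPK-M2 (>95%) run at intermediate activity with 0.1 mM ADP and 0.5 mM PEP in 50 mM imidazole pH 7.2, KCl, MgCl2; 1 h room temperature. ATP formed read by Kinase-Glo luminescence; normalized to uninhibited and no-enzyme controls.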
FBPA coupling cs = inhibits coupling enzyme system, counter-screen for aldolase hits. coupling enzyme system counterscreen, AmpLite Red fluorescence. 0.67% of 290,000 active. activity change, negative = inhibition, % at 58.2 µM, hits read low; in the data active means activity change below about -30%; further: on the % scale 0 is the no-effect control and ±100 the full control effect
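Counterscreen of the coupled detection system alone, without aldolase: glyceraldehyde-3-phosphate coupling enzymes plus AmpLite Red readout. Compounds at 57.5 uM final, 10 min RT preincubation, 20 min RT reaction, fluorescence 525/598 nm.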
TRPV1 agonist = agonists of human vanilloid receptor 1 (TRPV1). Q8NER1. TRPV1-expressing cells, Fluo-8 calcium influx, agonist mode. activation, % at 8.33 µM. 0.19% of 320,000 active. AID 540275; in the data active means activation above about 80%; inconclusive means between about 30% and that limit; further: 0% is about no effect
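Cells expressing TRPV1 were dye-loaded with Fluo-8 and read kinetically: 10 s baseline, 3 min after compound (agonist portion), then 2 min after EC20 capsaicin (allosteric enhancer portion). Calcium-bound dye fluorescence at 480/520 nm.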
An asterisk follows results filed as active; i = inactive; ? = inconclusive; · = no result given; [ ] = another dose, or the depositor's remark. Unless noted, the call rests on the fitted dose curve; in most records, active means well fitted curve in the direction sought with a large enough effect; inconclusive means small, poorly fitted or top-dose-only effect, or another doubt; inactive means no such curve, though single readings can be large; an effect the other way counts as inactive or inconclusive.

smiles	KCNH2 3.1 block	CXXC DNA block	B2AR arrestin	USP2a inh	Menin MLL FP TR	Giardia killer	GALK inh	hERG WT inh	PKM2 act	FBPA coupling cs	TRPV1 agonist
COC(=O)NCC(c1ccco1)N1CCN(c2ccc(F)cc2)CC1 (stereo unspecified)	-3	-4%	0.0%	2%	6%	16	0%	4	-4%	3	-1
CCc1ccc(NC(=O)CSc2nc3nc(C)cc(C)n3n2)cc1	31	7%	-0.1%	3%	·	-7	-2%	-16	·	·	-1
Cc1ccc(C(=O)NNC(=O)c2ccc3c(c2)OCCO3)cc1	-25	·	0.3%	0%	·	-19	·	-5	·	·	15
COc1cccc(N2C(=O)CC(Sc3nc(C)cc(C)n3)C2=O)c1 (stereo unspecified)	2	0%	0.2%	2%	3%	-2	5%	6	0%	1	2
O=C(Nc1cc(N2CCOCC2)ncn1)c1ccc(F)cc1	5	-1%	-0.5%	3%	5%	4	-1%	2	-5%	0	7
COc1ccc(NC(=O)CCN2CCN(c3ccccc3F)CC2)c(OC)c1	7	6%	-0.3%	0%	1%	18	6%	6	-2%	1	?
CC(=O)c1cccc(NC(=O)N2CCCCCC2)c1	-12	-3%	-0.4%	-1%	-27%	12	3%	9	-7%	0	25
CCCOc1ccc(/C=N/NC(=O)c2ccc3c(c2)OCO3)c(OCCC)c1	35	1%	0.1%	0%	7%	-2	0%	-35	·	-3	?
CCOc1c(/C=C(\C#N)C(N)=O)c2ccccc2n1CC	12	12%	-1.6%	-1%	12%	-11	·	4	0%	1	7
CC(C)[C@H](NC(=O)OC(C)(C)C)C(=O)N1CCC(C(=O)N[C@@H](C)C(=O)Nc2ccc(F)cc2)CC1	9	-3%	-0.3%	0%	-15%	26	·	1	·	-2	1
O=S(=O)(Cc1ccccc1)/C1=C(\N2CCOCC2)CCCCCC1	7	3%	0.1%	8%	-6%	8	4%	1	4%	3	0
O=C(CNC(=O)c1ccco1)OCC(=O)c1ccc2c(c1)CCCC2	-2	-8%	-1.7%	2%	-10%	-8	·	0	3%	0	5
Cc1cc(C)c2nc(NC(=O)c3cc(C)on3)sc2c1	2	-7%	0.0%	-6%	0%	-3	3%	1	-8%	6	14
COc1cccc(CN(C)C(=O)c2cc(S(=O)(=O)NC3CCCCC3)ccc2C)c1OC	1	·	0.1%	0%	·	7	·	1	·	·	6
O=C(/C=N\O)NCCCNCc1ccccc1	14	-14%	0.5%	1%	-4%	-1	5%	2	21%	1	-4
O=C(Nc1c(F)cc(F)cc1Br)c1ccco1	3	-4%	-0.1%	-2%	-12%	-8	0%	18	6%	0	-6
COc1ccc(CN2CCCC(CNC(=O)c3ccc(F)cc3)C2)c(C)c1C (stereo unspecified)	-39	-5%	-0.1%	4%	1%	-7	-2%	·	-1%	0	4
CCNC(=O)COC(=O)Cc1ccc(Cl)cc1Cl	-4	-1%	0.2%	0%	-15%	11	1%	-3	4%	0	?
COc1ccc(/C=C2\CC/C(=C\c3ccc(OC)c(OC)c3)C2=O)cc1OC	12	9%	0.6%	-9%	-14%	-15	-3%	-2	-17%	-5	-5
CC12CCC(C(=O)NCc3ccc4c(c3)OCO4)(C(=O)C1=O)C2(C)C (stereo unspecified)	-12	7%	0.4%	3%	3%	-7	0%	-18	2%	0	-4
CCOc1ccccc1N1CCN(CC(=O)NC(C)c2ccccc2)CC1 (stereo unspecified)	-15	-7%	-0.9%	-6%	-2%	7	0%	-7	0%	4	19
O=CN/C=C/c1cc(O)ccc1O	5	4%	8.1%	10%	·	13	·	4	-95%	-18	-4
COC(=O)c1[nH]c2cccc(OC)c2c1NC(=O)CCN1CCC(C(N)=O)CC1	·	4%	-0.2%	7%	-5%	·	3%	·	-2%	4	2
CSc1ccc(/C=C/C(=O)N2CCCN(C)CC2)cc1	-1	-4%	0.2%	7%	-6%	-2	1%	2	-6%	7	4
CN=c1sc2ccccc2n1CC(O)COCc1ccco1 (stereo unspecified)	-8	8%	·	·	-6%	-8	1%	14	-2%	-3	?
O=C(NC1CCC(c2ccccc2)CC1)c1cccnc1 (stereo unspecified)	-26	-8%	0.1%	6%	-3%	0	6%	-12	-2%	1	-1
Cc1cc(C(=O)O)ccc1-c1ccc(/C=C2\SC(=O)N(CC(=O)Nc3ccc4c(c3)OCO4)C2=O)o1	·	?	-1.0%	14%	·	·	0%	·	·	·	4
CN(C)CCCN(C(=O)c1ccc2c(c1)OCCO2)c1nc2ccc(Cl)cc2s1	·	-7%	-0.4%	-2%	·	·	5%	·	0%	·	6
CCN(CC)CC(=O)Nc1ccc(C)cc1C(=O)c1ccccc1	0	6%	-1.1%	3%	·	9	6%	0	?	3	17
c1ccc(NC2=NCCCCS2)cc1	-1	0%	-0.2%	0%	7%	-9	-5%	-17	-1%	4	-2

One compound at a time, from the list above. Order of values: KCNH2 3.1 block | CXXC DNA block | B2AR arrestin | USP2a inh | Menin MLL FP TR | Giardia killer | GALK inh | hERG WT inh | PKM2 act | FBPA coupling cs | TRPV1 agonist
Listed for `Cc1cc(C)c2nc(NC(=O)c3cc(C)on3)sc2c1` : 2 | -7% | 0.0% | -6% | 0% | -3 | 3% | 1 | -8% | 6 | 14
Listed for `CCCOc1ccc(/C=N/NC(=O)c2ccc3c(c2)OCO3)c(OCCC)c1` : 35 | 1% | 0.1% | 0% | 7% | -2 | 0% | -35 | · | -3 | ?

The list goes on.
smiles	KCNH2 3.1 block	CXXC DNA block	B2AR arrestin	USP2a inh	Menin MLL FP TR	Giardia killer	GALK inh	hERG WT inh	PKM2 act	FBPA coupling cs	TRPV1 agonist
CCCCn1c(-c2ccccc2)nc2c(=O)n(C)c(=O)[nH]c21	6	1%	0.1%	0%	0%	-7	4%	-7	-1%	5	-1
Cc1nn(C(=O)c2c(-c3ccccc3)noc2C)c(C)c1N=Nc1cc(C(F)(F)F)cc(C(F)(F)F)c1	6	4%	-0.6%	2%	-16%	-7	-5%	2	-3%	3	-4
COc1cccc(NC(=O)CSC(N)=O)c1	-3	0%	-1.3%	1%	-24%	-18	0%	-10	-1%	0	-5
COc1cc(OC)cc(C(=O)OCC(=O)NCc2ccc3c(c2)OCO3)c1	11	-6%	0.5%	7%	-3%	21	1%	i	-3%	2	15
CCOCCn1c(SCC(=O)OCc2ccccc2)nc2c1c(=O)[nH]c(=O)n2C	-5	1%	0.3%	3%	·	-19	0%	6	2%	4	-3
O=C1Nc2cc(C(=O)N3CCN(c4ccccn4)CC3)ccc2S/C1=C\c1ccccc1	-2	-16%	2.6%	-9%	·	5	5%	-13	·	·	4
COc1ccc(N(CC(=O)NCCC2=CCCCC2)S(=O)(=O)c2ccccc2)c(OC)c1	-2	11%	-1.7%	0%	-9%	8	0%	-2	3%	0	7
CCCC(=O)Nc1ccccc1NC(C)=O	3	2%	-0.3%	9%	-14%	-14	-2%	8	-13%	6	28
COc1ccc(-n2nc(C(=O)c3cccs3)cc(-c3nc4ccccc4[nH]3)c2=N)cc1	-9	?	-0.3%	1%	9%	4	-3%	6	3%	4	0
CN(C)c1ccccc1C(=O)N1CCCC(C(=O)c2ccc3ccccc3c2)C1 (stereo unspecified)	-15	-8%	0.0%	-1%	?	20	6%	-3	7%	-1	9
O=C1COc2ccc(C(=O)COC(=O)c3cc(S(=O)(=O)NCc4ccccc4)ccc3O)cc2N1	1	21%	-0.2%	10%	·	11	-1%	-10	3%	3	-2
O=C(c1cncs1)N1CCCC(CNS(=O)(=O)c2cccs2)C1 (stereo unspecified)	-43	1%	-0.5%	3%	-5%	-5	11%	1	-2%	0	1
COc1ccc(NC(=O)CSc2nnc(-c3cccs3)n2Cc2ccco2)cc1OC	12	-2%	0.1%	3%	-8%	-9	0%	9	1%	6	?
COc1ccc(N(CC(=O)Nc2ccc3c(c2)OCCO3)S(=O)(=O)c2cccnc2)cc1	0	48%[activator]	-0.1%	4%	-13%	10	1%	-1	2%	-3	6

Looked up above:
B2AR arrestin, CCN(CC)CC(=O)Nc1ccc(C)cc1C(=O)c1ccccc1 → -1.1%
hERG WT inh, CCCCn1c(-c2ccccc2)nc2c(=O)n(C)c(=O)[nH]c21 → -7

Reprinted from the entries so far (two entries):
smiles	KCNH2 3.1 block	CXXC DNA block	B2AR arrestin	USP2a inh	Menin MLL FP TR	Giardia killer	GALK inh	hERG WT inh	PKM2 act	FBPA coupling cs	TRPV1 agonist
CCCC(=O)Nc1ccccc1NC(C)=O	3	2%	-0.3%	9%	-14%	-14	-2%	8	-13%	6	28
COc1ccc(-n2nc(C(=O)c3cccs3)cc(-c3nc4ccccc4[nH]3)c2=N)cc1	-9	?	-0.3%	1%	9%	4	-3%	6	3%	4	0

Source: PubChem BioAssay (National Center for Advancing Translational Sciences (NCATS))

The list is partial; rates above refer to the full screens.
